Bioassay records: PubChem BioAssay, several laboratories
aSyn 5UTR inh: MLPCN primary screen, SNCA 5' untranslated region. alpha-synuclein 5'UTR reporter, inhibitor activity. inhibition, % (tested at 7.5 µM). 300,000 compounds, 0.82% hits. AID 1813, 2009; in the data active = inhibition above about 60%; inconclusive = no clear call, values can overlap the other calls;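 also: H4 neuroglioblastoma cells stably carrying SNCA 5'UTR luciferase fusion; 0% = DMSO wells and 100% = positive control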
HIF activator: HIF pathway transcriptional activators, primary screen, cell-based, U2OS HRE-luciferase, luminescence | U2OS HRE-luciferase reporter; normalized: DMSO 0%, desferrioxamine 100% | activation, % at 7.5 µM (by protocol) | 300,000 compounds, 0.32% hits;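 active = mean activation of at least 10% of the iron chelator positive control signal, with at least half of replicates also reaching 10%; inconclusive = mean and replicate majority disagree about reaching 10%; inactive = mean and most replicates under 10%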
SKKanGAS inh: S. pyogenes SKKanGAS growth inhibitors in kanamycin, primary screen, streptokinase expression inhibitor project, SKKanGAS strain, BacTiter-Glo luminescence. 6 h. inhibition, % at 7.5 µM. 300,000 compounds, 1.3% hits;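 active = mean replicate score, as percent of positive control median, at least 50; inconclusive = mean below 50 but one replicate at or above 50; inactive = mean and every replicate below 50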;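 also: strain carries kanamycin resistance gene driven by streptokinase promoter and grows in 40 µg/ml kanamycin; loss of luminescence reflects streptokinase promoter inhibition or plain growth inhibition; 0% = median of DMSO wells and 100% = positive control at its reference dose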
KLF5 inh: KLF5 expression inhibitors, primary screen, DLD-1 cells, luminescence | DLD-1 KLF5 promoter-luciferase reporter | 290,000 compounds, 0.23% hits | inhibition, % at 5 µM | AID 1700, 2009;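 active = inhibition above a per-plate limit of that plate's mean compound inhibition plus 3 SD, cut at about 60% in these data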;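 also: 0% = DMSO wells and 100% = LY294002 at 200 µM; higher means less KLF5 promoter-driven luciferase light; inactives centre near -14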
HSF-1 act: HSF-1 activators, primary screen, NIH3T3-HGL cells, MG132 stress, luminescence, single point. NIH3T3-HGL HSF-1 luciferase reporter, 8 h; 100% = twice DMSO control signal. activation, % at 9 µM. 300,000 compounds, 1.7% hits. AID 504408, 2011;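 active = mean replicate activation of at least 50% with a set share of replicates each reaching 50%; inconclusive = only one of those two conditions met; inactive = mean below 50% and too few replicates reaching it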;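 also: 0% = median of the neutral control wells and 100% = twice that signal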
Platelet DG rel: inhibitors of platelet dense granule secretion, primary screen, cell-based, MLPCN, human platelets. human platelet-rich plasma, SFLLRN dense granule ATP release, luminescence. inhibition, %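 (compounds screened at 7.5 µM in platelet-rich plasma)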. 300,000 compounds, 0.22% hits. AID 1663, 2009;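 active = mean replicate score, as percent of positive control, at or above 50; inconclusive = mean below 50 but at least one replicate at or above 50; inactive = mean and every replicate below 50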
AI-2 QS mod: Vibrio harveyi AI-2 quorum sensing modulators, primary screen, JMH597 strain, luminescence/OD600 ratio. Vibrio harveyi JMH597 AI-2 luminescence/OD600 ratio, 9 h; stronger effect = lower value; strain lacks LuxN and CqsS sensors; 0 = neutral-control median. activity change, % at 7.5 µM. 300,000 compounds, 0.4% hits. AID 2094, 2009; in the data active = activity change below about -75%, passing the limit was not always enough; inconclusive = no clear call, values can overlap the other calls;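 also: luminescence divided by OD600 gain over 9 h not by final OD600 alone; inactives centre near 13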
IEC-6 cytotox: cytotoxicity in IEC-6 intestinal epithelial cells, primary screen, cytotoxicity control for KLF5 inhibitor project, cell-based, luminescence | 290,000 compounds, 0.78% hits | AID 1825, 2009 | inhibition, % at 5 µM | IEC-6 cytotoxicity, luminescence viability; in the data active = inhibition above about 22%;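 also: 0% = plate median of test compound wells and 100% = cytotoxic reference compound wells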
HSP90 refold inh: HSP90 inhibitors, primary screen, cell lysate, luminescence. Rabbit reticulocyte lysate, luciferase refolding luminescence, 3 h. AID 1789, 2009. inhibition, % at 5.6 µM. Heat shock protein HSP 90 (rabbit reticulocyte lysate; luciferase refolding). 290,000 compounds, 0.91% hits;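 active = inhibition above the screen-wide mean plus 3 SD, computed separately per campaign, cut at about 16% in these data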;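 also: 0% = DMSO wells and 100% = 60 µM geldanamycin wells; inhibitors lower the luminescence because luciferase stays unfolded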
HSF1 inh: HSF1 inhibitors in luciferase reporter cells, primary screen, cell-based, NIH3T3, luminescence. NIH3T3-HGL HSE-luciferase, MG132-induced, luminescence 8 h; stronger effect = lower value. activity change, negative = inhibition, % at 7.5 µM (by protocol). 300,000 compounds, 0.77% hits. AID 2098, 2009;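 active = more than half of replicate wells show activity change below -50%, luminescence cut by over half; inconclusive = some wells, but at most half, below -50%; inactive = no replicate well below -50%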;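 also: luciferase reports HSF-1 transcriptional activity via heat shock element; 0% = median of DMSO wells and -100% = zero luminescence signal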
Active calls of the source: *; ? = inconclusive; / = not tested or not shown. Rows are unselected; 6% or so of the library scored in one or more.

SMILES	aSyn 5UTR inh	HIF activator	SKKanGAS inh	KLF5 inh	HSF-1 act	Platelet DG rel	AI-2 QS mod	IEC-6 cytotox	HSP90 refold inh	HSF1 inh
O=C(N/N=C/C=C/c1ccccc1)c1cc(C2CC2)[nH]n1	-9	0.9	-2	-21	12	1	25	-8	0	-1
CCN(CC)c1ccc(NC(=O)c2ccc(=O)[nH]c2)cc1S(=O)(=O)Nc1ccccc1OC	11	0.2	-1	-5	-8	-2	39	3	-1	6
CSc1cccc(CNC(=O)C2CCC(=O)N(CCCN3CCCC3=O)C2)c1 (configuration not stated)	-20	0.0	-4	-32	9	1	18	0	-2	1
O=C(Cc1ccccc1)NCC(=O)OC(c1ccccc1)c1ccccc1	-17	0.0	-1	-20	1	-3	-67	-5	-2	-5
O=C(COc1ccc2c3c(c(=O)oc2c1)CCC3)Nc1ccccn1	-4	-0.6	-7	-100	-2	8	12	4	1	-3
CC(C)n1cnc2cc(NCc3ccco3)ccc21	-109	-0.1	5	-4	-38	1	-1	-2	5	?
O=C(Nc1ccc(S(=O)(=O)Nc2nccs2)cc1)c1cc(-c2ccccc2Cl)nc2ccccc12	-1	-0.5	24	1	-4	-5	-19	2	1	-4
Cc1ccc(CNC(=O)c2cc(COc3c(F)cccc3F)on2)s1	9	-0.2	0	-31	3	8	-65	-3	2	-1
O=C(CS(=O)(=O)c1ccccc1)Nc1nnc(-c2cccs2)o1	2	-0.1	-3	/	8	7	5	/	/	3
COc1ccc2ccccc2c1/C=N/NC(=O)c1cccc(Br)c1	-22	-19	-11	12	13	-7	11	7	-1	-5
CCOC12CC(C)(C)CC(C)(CC3=C1C(=O)CC(C)(C)C3)C2 (configuration not stated)	-10	0.0	3	-51	-12	-6	13	-4	-4	-15
CCS(=O)(=O)c1nc(S(=O)(=O)c2ccc(Cl)cc2)c(NCc2ccccn2)s1	8	-0.2	-2	3	/	-1	16	1	-3	/
N#Cc1cccc(CN2CCC(=O)N([C@H](CO)c3ccccc3)CC2)c1	5	-1.2	1	-25	-5	0	26	8	2	-6
COc1ccc([C@H]2/C=C\CN(S(C)(=O)=O)[C@@H](C)C(=O)N2Cc2ccc(F)cc2)cc1	-8	-0.8	-9	/	/	0	35	/	/	1
COc1cc(C(=O)Nn2cnnc2)ccc1OC(F)F	-7	0.1	-4	-13	-11	4	-4	2	2	6
COc1ccc2c(=O)c(-c3ccccc3C)c(C)oc2c1	-17	-0.1	-9	-25	6	6	10	-2	-5	1
Cc1csc2c(NC3CCN(Cc4ccccc4)CC3)ncnc12	29	0.6	-5	-10	-4	-3	12	16	-4	-2
COc1ccc(CNc2ccccn2)c(O)c1	2	0.3	4	-27	25	4	25	3	5	11
O=C(CSc1nnnn1-c1cccc(O)c1)NC1CC1	5	-0.1	-2	-28	8	6	2	1	-6	-4
CC(=O)NC(CC(=O)Nc1cccc(S(=O)(=O)N2CCCCC2)c1)c1ccccc1 (configuration not stated)	-5	-0.4	-4	5	5	10	8	0	-2	-12
CCCN(CC1CCCO1)C(=O)c1cc(COc2cccc(OC)c2)on1 (configuration not stated)	-7	1.5	-2	-17	26	-5	-13	-1	-6	7
Cc1ccc(N(CC(=O)Nc2ccccc2-c2ccccc2)S(=O)(=O)c2ccccc2)c(C)c1	24	-0.3	8	4	2	-1	21	-9	9	-4
O=C1[C@H]2[C@@H](/C=C/c3ccccc3)N3C(=O)CN(CCO)C(=O)[C@@]3(Cc3ccccc3)[C@H]2C(=O)N1c1ccccc1	8	-0.5	5	-30	-1	-1	16	-9	4	0
O=c1c2ccccc2nc2n1C1(CCCCC1)Cc1ccccc1-2	0	-0.3	10	-23	6	-4	25	-2	4	15

4 compounds drawn at random from the list so far:
SMILES	aSyn 5UTR inh	HIF activator	SKKanGAS inh	KLF5 inh	HSF-1 act	Platelet DG rel	AI-2 QS mod	IEC-6 cytotox	HSP90 refold inh	HSF1 inh
CSc1cccc(CNC(=O)C2CCC(=O)N(CCCN3CCCC3=O)C2)c1 (configuration not stated)	-20	0.0	-4	-32	9	1	18	0	-2	1
O=C(COc1ccc2c3c(c(=O)oc2c1)CCC3)Nc1ccccn1	-4	-0.6	-7	-100	-2	8	12	4	1	-3
O=C(Nc1ccc(S(=O)(=O)Nc2nccs2)cc1)c1cc(-c2ccccc2Cl)nc2ccccc12	-1	-0.5	24	1	-4	-5	-19	2	1	-4
COc1ccc([C@H]2/C=C\CN(S(C)(=O)=O)[C@@H](C)C(=O)N2Cc2ccc(F)cc2)cc1	-8	-0.8	-9	/	/	0	35	/	/	1

Further compounds follow.
SMILES	aSyn 5UTR inh	HIF activator	SKKanGAS inh	KLF5 inh	HSF-1 act	Platelet DG rel	AI-2 QS mod	IEC-6 cytotox	HSP90 refold inh	HSF1 inh
COc1ccccc1CNC(=O)C1CCCC1	-9	-0.2	-2	-23	-1	-1	30	-3	-4	-4
COc1ccccc1-n1c(SCc2cc(=O)oc3cc(O)ccc23)nc2ccccc2c1=O	-5	0.8	30	-28	16	-1	10	-4	2	8
CCCOc1ccc(C(=O)NNC(=S)NC(=O)c2ccco2)cc1	?	0.1	104*	15	-2	7	?	12	6	-4
CCOc1ccc(CCNC(=O)c2ccc3ccccc3n2)cc1OCC	-21	1.8	-10	-19	20	-1	33	3	0	11
C[C@@H](CN1C2=NC[C@H](Cc3ccccc3)N2C[C@H]1Cc1ccc(O)cc1)NC(=O)CCC1CCCCC1	9	-0.2	-4	-23	-12	-3	5	-1	4	0
Cc1cc(NC(=O)Cn2nc(-c3ccccc3F)ccc2=O)ccc1-n1cnnn1	19	-0.2	-3	-23	2	-1	26	0	-1	-2
O=C1CC[C@@H](CN(Cc2ccccc2)Cc2cn[nH]c2-c2cc3ccccc3o2)N1	8	-0.2	-1	7	8	21	22	-3	-1	7
O=C(Nc1ccccc1)C1=C[C@H](c2ccc3c(c2)OCO3)C[C@H](OCCCCO)O1	-89	4.3	7	-91	12	-1	28	1	7	9
CCCCNC(=O)Cn1nc([N+](=O)[O-])c([N+](=O)[O-])c1C	-138	-0.6	3	-19	9	-6	10	-2	-4	0
CC(C)NC(=O)c1onc(CSc2ccccn2)c1C(=O)NC(C)C	2	-0.2	2	/	-20	23	3	/	/	-7
COC(=O)C1=C(C)N(C)C(=S)NC1c1cc(OC)ccc1OC (configuration not stated)	16	0.1	-6	25	-3	7	12	0	-2	-4
CCC1COCCS(=O)(=O)N1Cc1ccccc1F (configuration not stated)	5	-1.8	0	-13	-10	5	4	-8	-2	-2
FC(F)(F)c1cccc(Cc2noc(CN3C[C@@H]4CCC[C@H]3C4)n2)c1	-4	-0.1	6	28	16	1	17	2	3	0
O=C(NCCNc1ccc([N+](=O)[O-])cc1Cl)c1ccccc1F	40	-26	-4	-46	19	-5	14	-5	1	4
Cn1cccc1C(=O)c1cccc([N+](=O)[O-])c1	3	-0.3	1	-2	-5	2	-18	1	0	4
Cc1c(NP(=O)(c2ccc(Br)cc2)c2ccc(Br)cc2)c(=O)n(-c2ccccc2)n1C	-29	0.0	19	-14	21	0	13	2	3	10
COC(=O)c1c(NC(=O)C(=O)NCCCN2CCOCC2)sc2c1CCCC2	32	0.0	5	-39	-30	8	24	7	4	-11
O=C(Oc1cc(=O)n2ccccc2n1)c1ccccc1	5	-0.8	-5	-19	23	-15	23	4	-3	6
O=c1oc2ccccc2c(N2CCCCC2)c1CN1CCCC1	-12	0.0	9	-27	20	0	4	2	-3	-1
CC1=CCCC(C)(C)C1/C=C/C(C)=N/NC(=O)c1ccncc1 (configuration not stated)	-15	-0.3	-7	-7	3	2	6	-2	-4	-2
Cc1cc(NC(=O)CCN2C(=O)C3C4CCC(C4)C3C2=O)c(C)cc1Br (configuration not stated)	15	0.0	3	10	5	3	16	6	2	3
COc1ccc(-c2nnnn2C)cc1S(=O)(=O)Nc1ccc(C)cc1C	7	0.3	-6	7	-11	-4	17	2	-1	-1
Cc1noc(C)c1COC(=O)C1CC(O)CN1S(=O)(=O)c1ccc(Cl)cc1 (configuration not stated)	15	61*	-2	6	3	9	23	2	-2	-2
COc1ccc2c(c1OC)C(=O)N(c1cccc(C)c1)C2=O	5	0.7	-7	-21	3	-29	7	2	1	4
COc1ccccc1CNC(=O)[C@H](C)NC(=O)C1CCN(C(=O)[C@@H]2CCCN2C(=O)OC(C)(C)C)CC1	-7	0.4	-4	-27	-43	-2	22	-2	-2	-37
COc1ccc(C(=O)C2CCCN(C(=O)c3cccc(N4CCCC4=O)c3)C2)cc1OC (configuration not stated)	22	2.0	1	21	?	7	24	2	6	15
Cc1ccc(S(=O)(=O)Cc2cccc(C(=O)N3CCOCC3)c2)cc1	2	-0.3	1	-47	-12	5	20	-5	-1	-5
COc1ccc(C(=O)CN2C(=O)c3ccccc3C2=O)c(OC)c1	-26	2.4	18	-148	11	2	21	-2	-6	11
Cc1nc(C)c(-c2csc(NCCc3ccccc3)n2)s1	-85	-24	8	-20	22	-4	24	-8	0	8
CN(CC(=O)Nc1ccc2c(c1)OCO2)S(=O)(=O)c1ccc2c(c1)CCC(=O)N2	7	0.0	-9	-21	-7	-4	1	4	-3	-1
O=[N+]([O-])c1cc([N+](=O)[O-])c2nonc2c1Nc1ccccc1O	2	1.6	2	-55	14	5	2	3	6	12

Individual results from the entries so far:
aSyn 5UTR inh with COc1ccc(C(=O)C2CCCN(C(=O)c3cccc(N4CCCC4=O)c3)C2)cc1OC (configuration not stated) = 22
KLF5 inh with Cc1ccc(S(=O)(=O)Cc2cccc(C(=O)N3CCOCC3)c2)cc1 = -47
IEC-6 cytotox with CN(CC(=O)Nc1ccc2c(c1)OCO2)S(=O)(=O)c1ccc2c(c1)CCC(=O)N2 = 4
